# Screening data from PubChem BioAssay.
# Rac1 GTP hydrolysis – MgcRacGAP GTPase-activating activity inhibitors, confirmation, biochemical, ADP Hunter fluorescence; hit rate 0.6% among 340,000; MgcRacGAP-stimulated Rac1 GTP hydrolysis, ADP Hunter fluorescence; higher % means a stronger effect; GST-tagged Rac1 F28L mutant substrate; one-dose inhibition, % at 30 µM; IC50 in µM for titrated hits;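 active = first-screen hits whose inhibition reached a set limit at any dose in the follow-up dose series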;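 note: fluorescence reports GDP produced by GAP-driven GTP hydrolysis; strong numbers were not always called active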
# GPR35 antagonists – GPR35 antagonists blocking zaprinast-driven arrestin recruitment, primary screen, imaging, U2OS, beta-arrestin-GFP, zaprinast agonist (AID 2058); hit rate 0.052% among 290,000; U2OS GPR35 beta-arrestin-GFP translocation imaging, zaprinast antagonism; higher % means a stronger effect; inhibition, % at 10 µM, or IC50 in µM where a hit was titrated;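 active = inhibition of at least 50% with at least 30 cells and total cytoplasm GFP at most 10,000,000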
# LYP inhibition – inhibitors of LYP phosphatase, biochemical, fluorescence intensity, uHTS (AID 1779); recombinant LYP phosphatase, fluorescence intensity; higher % means a stronger effect; inhibition, % at 11.5 µM; hits with a dose series show IC50 in µM; hit rate 0.054% among 290,000; in the data active = inhibition above about 50%;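 note: plate controls were vehicle with enzyme for no effect and no enzyme for full effect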
# NTR1 agonist – NTR1-driven beta-arrestin-GFP spot formation – imaging, U2OS cells, high content, primary screen (AID 493036); P30989; agonist mode; activation, % at 20 µM; hit rate 0.17% among 330,000;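 active = activation at or above 40% of the spot to cytoplasm intensity ratio, with at least 20 cells analyzed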;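 note: 0% = DMSO without peptide and 100% = 100 nM NTR1 peptide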
# Target sequence (P30989 whole entry, looked up): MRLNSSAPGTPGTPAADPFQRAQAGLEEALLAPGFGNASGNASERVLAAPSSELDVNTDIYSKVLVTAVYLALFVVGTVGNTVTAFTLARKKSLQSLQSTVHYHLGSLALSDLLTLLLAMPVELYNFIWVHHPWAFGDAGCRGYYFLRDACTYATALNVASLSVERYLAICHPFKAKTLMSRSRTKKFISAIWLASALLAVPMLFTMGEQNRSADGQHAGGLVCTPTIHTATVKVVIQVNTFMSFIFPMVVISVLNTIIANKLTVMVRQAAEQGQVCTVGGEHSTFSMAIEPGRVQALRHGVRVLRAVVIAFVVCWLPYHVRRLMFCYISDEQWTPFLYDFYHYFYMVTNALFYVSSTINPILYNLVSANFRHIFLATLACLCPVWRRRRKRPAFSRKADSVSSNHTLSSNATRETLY
# T cell HTS – T cell immune modulators affecting CD8 T cell-vesicle binding. 2C CD8+ T cell-vesicle binding, flow cytometry; stronger effect = lower value. calls only at 7 µM. hit rate 0.068% among 330,000. AID 2052;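 active = response, share of CD8 T cells binding vesicles, and their 90th percentile fluorescence all below set limits, cut at about 80% in these data, passing the limit was not always enough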
#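 incubation = binding step 1.5 h, 37 °C, antibody labelling 20 min, ice | test system = 2C mouse CD8+ T cells | read-out basis = percent CD8+ FL2 mean versus row control | controls = Peptide-free naked vesicles (low) and QL9 vesicles with 0.7% DMSO vehicle (high) | detection = flow cytometry of vesicle-bound cells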
# SV40 large T antigen – SV40 large T antigen inhibitors, biochemical (AID 1903). SV40 large T antigen ATPase/helicase inhibition assay; higher % means a stronger effect. one-dose inhibition, % at 20 µM; IC50 in µM for titrated hits. hit rate 0.39% among 310,000; in the data active = a potency from the dose series; note: strong numbers were not always called active
# GPR55 LPI antagonism – GPR55 antagonists blocking LPI-driven arrestin recruitment, primary screen, imaging, U2OS, beta-arrestin-GFP, LPI agonist (AID 2013) | U2OS GPR55 beta-arrestin-GFP translocation imaging, LPI antagonism; higher % means a stronger effect | inhibition, % at 10 µM; hits with a dose series show IC50 in µM | hit rate 0.13% among 290,000;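 active = spots per cell inhibited over 60%, with over 100 cells counted and total cytoplasm intensity under 500,000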;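 note: U2OS cells stably carrying GPR55 and arrestin-GFP stimulated by 5 µM LPI near EC80; imaged beta-arrestin-GFP aggregate spots per cell after agonist stimulation; plate controls were LPI-stimulated DMSO wells for no effect and DMSO wells without LPI for full effect; some results filed as inactive read as strong as hits; confirmed hits need IC50 under 10 µM and bright autofluorescent wells are also inconclusive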
# Hep lipid drop – modulators of hepatic lipid droplet formation; inhibition, % at 6.5 µM; AID 1656; AML12 mouse hepatocytes, oleate lipid droplets, BODIPY imaging; hit rate 0.4% among 240,000;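 active = lipid droplet intensity inhibited by at least 50%, with more than 500 cells counted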
#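 Technique: fluorescence imaging, 20x objective, two fields per well / Assay system: AML12 hepatocytes (mouse) / Measure: % inhibition of lipid droplet signal / Doses: 6.5 µM single-point dosing / Incubation: overnight exposure / Reagent: 100 µM oleic acid challenge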
# GPR55 activation – selective activators of receptor GPR55 – imaging, U2OS cells, beta-arrestin-GFP redistribution, primary screen (AID 1961) | U2OS GPR55 beta-arrestin-GFP redistribution imaging; higher % means a stronger effect | activation, % at 10 µM, or EC50 in µM where a hit was titrated | hit rate 0.048% among 290,000;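 active = activation above 40% with more than 50 cells counted in the well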;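 note: U2OS osteosarcoma cells stably expressing GPR55 and beta-arrestin-GFP; plate controls were DMSO negative control for no effect and LPI positive control for full effect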
# Hep lipid drop cells 6.5 µM – further read-out of Hep lipid drop, marked with its call; cell count; measured here: cell count, cytotoxicity flag;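 cells counted across two imaged fields per well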
# T cell HTS vesicle-bound % – also measured in T cell HTS; calls as there; double positive events, %; measured here: CD8+ vesicle-bound cell fraction;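 binding gate set so that unloaded-vesicle control wells show 10% double positive cells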
# NTR1 agonist cell count 20 µM – recorded beside NTR1 agonist, whose call it bears; cell count; measured here: cell count, cytotoxicity flag
# The depositor's hits bear a star; i = inactive; x = not tested or not shown.
canonical_smiles	Rac1 GTP hydrolysis	GPR35 antagonists	LYP inhibition	NTR1 agonist	NTR1 agonist cell count 20 µM	T cell HTS	T cell HTS vesicle-bound %	SV40 large T antigen	GPR55 LPI antagonism	Hep lipid drop	Hep lipid drop cells 6.5 µM	GPR55 activation
COC(=O)c1ccc(CNC(=O)c2c3c(nc4ccccc24)CCN(Cc2ccccc2)C3)cc1	11%	-12%	-5%	-0.7	34	i	25	17%	4%	1	655	0.3%
CCCc1nc2ccccc2c(C(=O)OCC(=O)Nc2ccc(S(=O)(=O)N3CCOCC3)cc2)c1CC	8%	5%	3%	10	84	i	8	2%	3%	8	743	0.3%
COC(=O)c1ccccc1NC(=O)N1CCN(c2ccc(F)cc2)CC1	5%	-10%	-3%	7.1	49	i	37	3%	2%	-14	646	-0.1%
CCOCCCNS(=O)(=O)c1ccc2c(c1)CCN2C(=O)CC	2%	1%	-8%	0.4	91	i	31	10%	4%	-2	756	-0.1%
O=C1CN(C(=O)c2ccccc2)C(c2ccccc2)c2cc(F)ccc2N1 (stereo not given)	6%	-8%	-6%	0.2	92	i	39	8%	23%	-5	827	0.6%
COc1ccc(N2C(=O)CN=C2Nc2nc(C)cc(C)n2)cc1OC	5%	-8%	6%	3.3	83	i	23	14%	-8%	-6	709	-0.1%
COc1ccc(-n2c(C)cc(C(=O)CSc3nnc(-c4cccs4)o3)c2C)cc1	8%	9%	6%	3.3	81	i	44	21%	14%	x	x	0.5%
Cc1cccc(-c2cc3nc(C)cc(N4CC(C)CC(C)C4)n3n2)c1 (stereo not given)	1%	-3%	-7%	12	55	i	48	7%	-13%	-5	729	-0.4%
Cc1[nH]nc(NNC(=O)c2ccccc2)c1[N+](=O)[O-]	x	-10%	-8%	-1.1	44	i	38	23%	14%	10	678	-0.1%
CN(C)c1ccc(NC(=O)Nc2ccc3c(c2)nnn3C)cc1	20%	-1%	-14%	1.6	59	i	49	19%	2%	-3	835	0.1%
CCCn1c(SCC(=O)NC(=O)NC(C)(C)C)n[nH]c1=O	-4%	-5%	-10%	0.7	23	i	33	-1%	-7%	-3	676	-0.4%
O=C(NC(=S)Nc1ccc2[nH]c(=O)[nH]c2c1)c1cc(Br)ccc1Cl	9%	-3%	-8%	0.0	75	i	70	-3%	-6%	17	862	-0.1%
Cc1ccc(N2C(=O)/C(=C\c3ccco3)SC2=S)cc1	11%	11%	-2%	-0.8	91	i	31	15%	7%	x	x	-0.1%
CC(=O)Nc1ccc(S(=O)(=O)N2CCc3ccccc3C2)cc1	7%	14%	-4%	x	x	i	44	4%	11%	x	x	-0.1%
CCc1nc2ccc(C(=O)N3CCN(c4cccc(OC)c4)CC3)cc2nc1CC	4%	-6%	-5%	2.0	86	i	46	14%	1%	-3	668	-0.1%
CC1(C)CC(CCC(=O)Nc2ccccc2Cl)C(=O)O1 (stereo not given)	-6%	11%	-4%	0.1	80	i	17	-3%	-1%	6	731	0.0%
CCN(CC)C(=O)N1CCN(Cc2ccc3c(c2)OCO3)CC1	1%	-22%	-9%	-1.1	56	i	22	1%	-1%	3	702	-0.1%
COc1ccc(CCN=C(N)NS(=O)(=O)c2ccc3ccccc3c2)cc1	3%	10%	-4%	1.6	57	i	48	16%	-1%	1	636	0.3%
CC1CC(C)CN(CC(=O)c2c[nH]c3ccccc23)C1 (stereo not given)	13%	12%	0%	-4.0	86	i	8	7%	-8%	-45	828	-0.1%
CC1(C(=O)O)CCC(C(=O)NCCc2ccccc2)C1(C)C (stereo not given)	-1%	-1%	-1%	0.5	56	i	31	12%	2%	2	640	0.2%
COc1ccc(C(CC(=O)O)N2Cc3ccccc3C2=O)cc1 (stereo not given)	5%	15%	-3%	-0.3	67	i	10	3%	6%	17	863	0.0%
O=C(CC(=O)NCc1ccc(Cl)cc1)NCc1ccc(Cl)cc1	5%	4%	-9%	0.1	48	i	31	12%	2%	-40	815	0.2%
O=C1c2cccc3c(N4CCCCC4)ccc(c23)C(=O)N1CCO	1%	11%	2%	-2.3	74	i	23	7%	18%	x	x	-0.1%
Cc1[nH]n(S(=O)(=O)c2ccccc2)c(=O)c1N=Nc1cccc(Cl)c1	10%	-3%	-1%	1.3	61	i	56	3%	0%	9	865	-0.1%
CCOc1ccccc1N(CC(=O)Nc1ccc(OC)cc1OC)S(=O)(=O)c1ccccc1	-17%	-7%	2%	0.3	59	i	43	1%	-2%	0	840	0.0%

canonical_smiles	Rac1 GTP hydrolysis	GPR35 antagonists	LYP inhibition	NTR1 agonist	NTR1 agonist cell count 20 µM	T cell HTS	T cell HTS vesicle-bound %	SV40 large T antigen	GPR55 LPI antagonism	Hep lipid drop	Hep lipid drop cells 6.5 µM	GPR55 activation
O=C(c1cc2ccccc2cc1O)N1CCN(c2cccc(Cl)c2)CC1	10%	x	x	8.8	52	i	41	24%	x	x	x	x
O=C(COC(=O)c1ccccc1NC(=O)c1ccco1)Nc1ncc(Cl)cc1Cl	8%	4%	-4%	-0.5	34	i	39	0%	-5%	-5	732	-0.1%
O=S(=O)(NCCc1ccccc1)c1ccc(Cl)nc1	9%	-13%	-7%	3.4	55	i	15	7%	15%	1	690	0.4%
COc1cccc(N2C(=O)CC(N3CCN(CCN=CC4=C(O)CC(C)(C)CC4=O)CC3)C2=O)c1 (stereo not given)	8%	-10%	-4%	-0.5	43	i	39	-7%	6%	0	694	-0.1%
Cc1ccc(C)c(NC(=O)c2cc(-c3cc(C)c(C)cc3O)n[nH]2)c1	14%	11%	-4%	4.1	69	i	23	1%	4%	2	863	-0.1%
O=C(NCC1CCCO1)C1CCN(C2CCN(Cc3cccs3)CC2)CC1 (stereo not given)	8%	10%	-7%	-0.4	61	i	53	10%	0%	-14	720	-0.2%
CC1(C)S/C(=N/N=C/c2cccs2)NC1=O	9%	-4%	-6%	0.1	51	i	55	-1%	20%	x	x	-0.2%
NC(=O)NO	7%	x	x	3.3	61	i	18	20%	x	x	x	x
CC(=O)Nc1ccc(NC(=O)c2ccccc2C)cc1	0%	3%	-1%	1.5	50	i	26	1%	3%	20	735	-0.2%
COc1ccc(OC)c(CCNC(=O)CS(=O)(=O)Cc2nc(-c3ccccc3Cl)oc2C)c1	5%	12%	-10%	0.9	60	i	21	14%	0%	-14	718	-0.2%
CC(C)(C)C1CCC(C(=O)OCC(=O)N2CCOCC2)CC1 (stereo not given)	10%	-13%	-7%	1.7	73	i	8	6%	9%	-1	713	-0.3%
Cc1ccc(OCC(=O)NC(C)c2ccccc2)c([N+](=O)[O-])n1 (stereo not given)	2%	-4%	-3%	1.7	36	i	48	1%	-1%	-6	632	0.1%
Cc1cc(C(=O)COC(=O)c2ccc3c(c2)NC(=O)CS3)c(C)n1CC1CCCO1 (stereo not given)	15%	-10%	-3%	9.9	47	i	24	9%	6%	3	612	-0.3%
COc1ccc(CCNC(=O)CSc2nc3[nH]ncc3c(=O)n2-c2ccc(Cl)cc2Cl)cc1OC	-6%	6%	-1%	0.7	41	i	19	-11%	9%	4	699	-0.2%
CCCOc1ccc(C(=O)NNC(=S)NC(=O)c2ccco2)cc1	2%	5%	2%	1.6	36	i	36	14%	0%	-26	627	-0.1%
CCOC(=O)c1cc2sccc2n1CC(=O)N1CCCc2ccccc21	0%	6%	5%	3.5	59	i	64	4%	-2%	-7	730	-0.1%
Cc1nonc1NC(=O)CSc1cn[nH]n1	2%	-1%	-2%	-0.2	47	i	10	14%	-6%	8	784	-0.1%
Cc1nc2c(-c3ccccc3)c(C)nn2c(C)c1CCC(=O)NCc1ccco1	-4%	-4%	0%	-2.3	85	i	34	11%	-4%	16	776	-0.1%
CCn1c2ccccc2c2nnc(SCC(=O)NCc3cccs3)nc21	7%	3%	-4%	0.5	89	i	6	13%	7%	x	x	-0.2%
Cn1c(=O)n(C)c2cc(N3CCOCC3)c(NC(=O)c3cccc(Cl)c3)cc21	4%	24%	-10%	3.3	65	i	19	3%	9%	11	665	-0.2%
O=C(Nc1nnc(Cc2ccccc2)s1)c1cccs1	10%	19%	-7%	4.9	42	i	4	-5%	16%	x	x	-0.2%
Cc1coc2c1c(C)cc1oc(=O)c(CC(=O)N[C@H](C(=O)O)C(C)C)c(C)c12	16%	2%	-2%	0.6	85	i	9	10%	2%	31	825	0.5%
O=S(=O)(Nc1ccc(-c2nc3cccnc3s2)cc1)c1cc(F)ccc1F	11%	-3%	-11%	-1.0	45	i	12	2%	11%	-13	682	0.2%
CCN(CC)CCNC(=O)c1cn(CC)c2cc(N3CCN(C(=O)c4ccco4)CC3)c(F)cc2c1=O	4%	-7%	-5%	1.1	57	i	33	14%	3%	4	769	0.3%
COc1ccc(-c2csc3ncnc(Oc4ccc5c(C)cc(=O)oc5c4)c23)cc1	3%	-9%	5%	4.2	56	i	27	3%	-6%	0	722	-0.3%
COc1ccc(C2=NN(C(=O)CCC(=O)O)C(c3ccc(F)cc3)C2)cc1 (stereo not given)	6%	3%	-9%	1.6	66	i	65	10%	1%	-7	824	-0.3%
COc1ccc([C@H]2/C=C\CN(S(C)(=O)=O)[C@@H](C)C(=O)N2Cc2ccc(F)cc2)cc1	9%	x	x	2.5	79	i	32	6%	x	x	x	x
CCOC(=O)C(C(=O)OCC)C(C#N)c1ccccc1 (stereo not given)	0%	7%	-6%	0.9	63	i	47	0%	2%	-4	693	-0.4%

# Arranged by heavy-atom count (falling): 3 of the compounds above
canonical_smiles	Rac1 GTP hydrolysis	GPR35 antagonists	LYP inhibition	NTR1 agonist	NTR1 agonist cell count 20 µM	T cell HTS	T cell HTS vesicle-bound %	SV40 large T antigen	GPR55 LPI antagonism	Hep lipid drop	Hep lipid drop cells 6.5 µM	GPR55 activation
COc1ccc(N2C(=O)CN=C2Nc2nc(C)cc(C)n2)cc1OC	5%	-8%	6%	3.3	83	i	23	14%	-8%	-6	709	-0.1%
O=C(NC(=S)Nc1ccc2[nH]c(=O)[nH]c2c1)c1cc(Br)ccc1Cl	9%	-3%	-8%	0.0	75	i	70	-3%	-6%	17	862	-0.1%
Cc1[nH]nc(NNC(=O)c2ccccc2)c1[N+](=O)[O-]	x	-10%	-8%	-1.1	44	i	38	23%	14%	10	678	-0.1%
